PKM2 activator: qHTS Assay for Activators of Human Muscle isoform 2 Pyruvate Kinase; Pyruvate kinase PKM (Homo sapiens), P14618; purified PKM2, Kinase-Glo ATP luminescence, activation; response scale: 0% is enzyme alone, no compound; Potency, µM (highest dose often 57.5 µM), without a hit: at the highest dose activation, hits mostly activators; hit rate 0.34% among 260,000; AID 1631, 2009; note: potency is the fitted concentration of half-maximal effect; nearly all actives have a fitted effect of over 55% in size
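Purified hPK-M2 (>95% pure) converted ADP (0.1 mM final) to ATP with 0.5 mM PEP in 50 mM imidazole pH7.2, KCl, MgCl2, Tween 20, BSA; 1 h at room temperature. ATP detected by Kinase-Glo luminescence.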
GALK inhibitor: qHTS Assay for Inhibitors of Human Galactokinase (GALK). P51570. Purified GALK, Kinase-Glo residual ATP luminescence. Potency, µM (doses to about 57.5 µM), without a hit: at the top dose activity change, negative = inhibition, hits mostly inhibitors. hit rate 0.007% among 270,000; note: potency is the fitted concentration of half-maximal effect
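Human GALK (5 nM) with 35 uM ATP and 100 uM galactose in 20 mM HEPES pH 8.0, 5 mM MgCl2, 60 mM NaCl, 1 mM DTT, 0.01% BSA. After 1 h at room temperature, leftover ATP was read by Kinase-Glo Plus luminescence.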
Giardia killer: Small Molecules that selectively kill Giardia lamblia: qHTS. hit rate 0.15% among 340,000. AID 540267, 2011. Giardia lamblia trophozoite viability. activity change, % at 7.66 µM, hits read low; in the data active = activity change below about -80%; inconclusive = between about -30% and that limit;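 note: parasites exposed to compound for two days anaerobically before the ATP read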
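Anaerobic 48 hrs incubation at 37 deg C of 100 trophozoites/well with test compounds; ATPLite 1-Step luminescence, 15-30 min RT, reports cellular ATP as viability.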
KCNH2 3.1 inh: qHTS for Inhibitors of KCHN2 3.1: Mutant qHTS | U2OS KCNH2 3.1, thallium flux FluxOr; active compounds read low | hit rate 0.95% among 340,000 | activity change, % (tested at about 1.8 µM);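 active = maximum activity change below -70%; inconclusive = maximum activity change from -70% to -50%; inactive = maximum activity change above -50%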;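 note: thallium influx rate constant from kinetic fluorescence after stimulation buffer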
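Measured as rate of thallium-driven FluxOr signal in transduced U2OS cells carrying the 3.1 channel, read kinetically for 2 min upon stimulation; values are rate constants scaled to DMSO control wells.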
B2AR arrestin: qHTS assay of beta-arrestin-biased ligands of beta2-adrenergic receptor | Beta-2 adrenergic receptor (Homo sapiens), P07550 | beta-arrestin recruitment to beta2AR, cell-based reporter | Potency, µM (highest dose often 46.1 µM), inactives show at the highest dose activation, actives largely listed as activators | hit rate 0.02% among 330,000 | AID 492947, 2010;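 note: potency is the fitted concentration of half-maximal effect; 0% = DMSO controls and full agonism = EC100 isoproterenol or metaproterenol; nearly all actives have a fitted effect of over 65% in size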
Target sequence (P07550 whole entry, looked up): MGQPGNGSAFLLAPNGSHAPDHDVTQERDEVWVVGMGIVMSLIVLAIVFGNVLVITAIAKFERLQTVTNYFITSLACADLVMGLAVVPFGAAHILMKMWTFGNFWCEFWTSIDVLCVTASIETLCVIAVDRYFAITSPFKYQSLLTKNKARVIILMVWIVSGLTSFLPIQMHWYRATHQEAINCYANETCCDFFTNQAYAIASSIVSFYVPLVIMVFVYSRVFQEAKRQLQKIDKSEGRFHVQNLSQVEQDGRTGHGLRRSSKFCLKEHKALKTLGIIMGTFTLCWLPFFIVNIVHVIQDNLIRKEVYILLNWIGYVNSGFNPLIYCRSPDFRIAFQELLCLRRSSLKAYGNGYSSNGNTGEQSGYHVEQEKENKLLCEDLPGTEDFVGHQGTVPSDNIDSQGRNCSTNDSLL
Eya2 inh: qHTS Assay for Inhibitors of the Phosphatase Activity of Eya2; Protein phosphatase EYA2 (Homo sapiens), O00167; recombinant Eya2, OMFP fluorescence dephosphorylation (OMFP is methylfluorescein phosphate); Potency, µM (top dose mostly 76.9 µM), for the others: top-dose activity, negative = inhibition, usual class: inhibitors; hit rate 0.006% among 330,000; note: potency is the fitted concentration of half-maximal effect
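Eya2 (0.2 uM) preincubated 10 min at ambient with compound, then OMFP substrate added at 50 uM; 10 min reaction in 50 mM HEPES pH 7.5, 50 mM NaCl, 5 uM MgCl2, 0.05% BSA, 1 mM DTT. Fluorescence read at Ex 485/Em 525 nm.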
KCNH2 WT inh: qHTS for Inhibitors of KCHN2 3.1: Wildtype qHTS; U2OS, BacMam KCNH2, thallium flux FluxOr; active compounds read low; activity change, % at 1.84 µM; hit rate 0.37% among 340,000;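 active = maximum activity change below -70%; inconclusive = maximum activity change between -70% and -50%; inactive = maximum activity change above -50%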
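U2OS cells transduced with wild-type KCNH2 virus are loaded with FluxOr dye for 45 min, and thallium flux is measured in kinetic reads before and after stimulation buffer. Rate constants are normalized to DMSO controls.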
uPA surface inh: qHTS for Inhibitors of Cell Surface uPA Generation. cell surface uPA generation assay, qHTS. Potency, µM (top dose mostly 38.3 µM), for the others: at the top dose activity change, negative = inhibition, most hits filed as inhibitors. hit rate 0.31% among 330,000. AID 540303, 2011; active = well fitted inhibition curve with a large enough effect; inconclusive = small, poorly fitted or top-dose-only effect; inactive = no such curve, though single readings can be large or run the other way; tested in mouse RAW 264.7 cells; note: potency is the fitted concentration of half-maximal effect; nearly all actives have a fitted effect of over 55% in size
BCR signal inh: qHTS Assay to Find Inhibitors of Chronic Active B-Cell Receptor Signaling; ABC-DLBCL IkBa-CBG/CBR reporter, luminescence ratio, 4 h; Potency, µM (doses to about 46.1 µM), for the others: at the top dose ratio change, negative = lower green/red ratio, most hits filed as inhibitors; hit rate 0.05% among 340,000; AID 493014, 2011; active = well fitted inhibition curve with a large enough effect in the signal ratio, with a control signal flat, not every such curve was filed as active; inconclusive = small, poorly fitted or top-dose-only effect, or effect the other way, or a change in a side signal; the % refers to the signal ratio;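 note: potency is the fitted concentration of half-maximal effect; plate controls were basal doxycycline-induced cells for no effect and cells given 10 µM MG132 for full effect; MG132 reads +100%, hits lower the ratio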
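TMD8 ABC-DLBCL cells carrying doxycycline-inducible green luciferase fused to IkappaBalpha plus unfused red luciferase were exposed to compounds (up to 46 uM) for 4 hrs at 37C. Activity came from the overlap-corrected green/red luminescence ratio.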
Coupling enz: qHTS Assay for Inhibitors of Fructose-1,6-bisphosphate Aldolase from Giardia Lamblia: Coupling assay counterscreen. coupling enzyme system counterscreen, AmpLite Red fluorescence. activity change, negative = inhibition, % at 58.2 µM, hits read low. hit rate 0.67% among 290,000. AID 2472, 2010; in the data active = activity change below about -30%
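Counterscreen of the coupled detection system alone, without aldolase: glyceraldehyde-3-phosphate coupling enzymes plus AmpLite Red readout. Compounds at 57.5 uM final, 10 min RT preincubation, 20 min RT reaction, fluorescence 525/598 nm.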
USP2a inh: qHTS Assay for Inhibitors of Ubiquitin-specific Protease USP2a Using CHOP2 as the Reporter; Ubiquitin carboxyl-terminal hydrolase 2 (Homo sapiens), O75604; USP2 core, Ub-CHOP2 coupled fluorogenic reporter, 485/531; Potency, µM (series often up to 38.3 µM), without a hit: at the top dose activity change, negative = inhibition, usual class: inhibitors; hit rate 0.01% among 330,000; AID 463254, 2010;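 note: potency is the fitted concentration of half-maximal effect; plate controls were DMSO wells for no effect and full inhibition by NEM control for full effect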
Target sequence (O75604 whole entry, looked up): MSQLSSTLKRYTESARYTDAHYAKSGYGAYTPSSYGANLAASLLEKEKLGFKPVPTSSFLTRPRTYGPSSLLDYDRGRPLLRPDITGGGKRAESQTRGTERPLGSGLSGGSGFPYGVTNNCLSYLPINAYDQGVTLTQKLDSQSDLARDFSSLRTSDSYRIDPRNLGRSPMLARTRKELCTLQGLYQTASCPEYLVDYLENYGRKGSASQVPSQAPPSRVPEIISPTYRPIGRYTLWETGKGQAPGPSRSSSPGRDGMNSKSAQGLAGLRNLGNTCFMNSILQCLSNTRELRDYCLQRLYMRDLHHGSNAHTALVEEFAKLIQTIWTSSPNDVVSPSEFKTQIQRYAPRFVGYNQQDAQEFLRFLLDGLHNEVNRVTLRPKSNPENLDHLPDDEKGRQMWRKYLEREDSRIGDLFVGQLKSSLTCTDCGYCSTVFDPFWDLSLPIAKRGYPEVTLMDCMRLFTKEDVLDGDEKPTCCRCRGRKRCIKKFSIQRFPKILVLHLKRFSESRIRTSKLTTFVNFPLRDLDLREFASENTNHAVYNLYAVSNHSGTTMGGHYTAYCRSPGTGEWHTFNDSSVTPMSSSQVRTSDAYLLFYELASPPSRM
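Deubiquitinase activity read as fluorescence (485/531 nm) after Ub-CHOP2 cleavage activates the enterokinase reporter on its substrate; USP2 core 10nM, Ub-CHOP2 and substrate 25nM each, 30min compound preincubation then 60min RT; data normalized to NEM, curves fitted.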
* = called active by the depositor; [ ] = dose if it differs, or a comment. Unless noted, calls come from the whole dose curve; as a rule, active = well fitted curve in the direction sought with a large enough effect; inconclusive = small, poorly fitted or top-dose-only effect, or another doubt; inactive = no such curve, though single readings can be large; an effect the other way counts as inactive or inconclusive. Unless noted, % is set by controls: 0 for no effect and ±100 for the full control effect.

COc1ccc(NC2c3ccccc3C(=O)N2c2ccccn2)cc1 (stereo not given) was read as PKM2 activator 0%, GALK inhibitor -2%, Giardia killer -11, KCNH2 3.1 inh 2, B2AR arrestin -0.8%, Eya2 inh -1%, KCNH2 WT inh -19, uPA surface inh 3%, BCR signal inh 1%, Coupling enz -21 and USP2a inh 1%.
`COc1ccc(CC2S/C(=N/N=C/c3ccc(O)cc3)NC2=O)cc1` (stereo not given) gave PKM2 activator 21%, GALK inhibitor 4%, Giardia killer -3, KCNH2 3.1 inh 8, B2AR arrestin -0.9%, Eya2 inh -9%, KCNH2 WT inh 4, uPA surface inh -8%, BCR signal inh -9%, Coupling enz 3 and USP2a inh 1%.
Screening O=C(CCC1CCN(Cc2ccccc2O)CC1)NC1CC1 returned PKM2 activator 1%, GALK inhibitor -6%, Giardia killer 34[activator], KCNH2 3.1 inh -5, B2AR arrestin -0.9%, Eya2 inh -3%, KCNH2 WT inh -1, uPA surface inh 23%, BCR signal inh -6%, Coupling enz 0 and USP2a inh 1%.
For CCc1nnc(NC(=O)CSc2nc3c(c(=O)n2C)SC(C)C3)s1 (stereo not given) the results were PKM2 activator 12%, GALK inhibitor 0%, Giardia killer -3, KCNH2 3.1 inh -5, B2AR arrestin 0.0%, Eya2 inh 0%, KCNH2 WT inh -6, uPA surface inh -2%, BCR signal inh -2%, Coupling enz -3 and USP2a inh 3%.
Screening CCn1c(=O)n(CC(=O)Nc2cccc(OC)c2)c(=O)c2ccccc21 returned PKM2 activator -3%, GALK inhibitor 1%, Giardia killer -23, KCNH2 3.1 inh 6, B2AR arrestin 0.2%, Eya2 inh -29%, KCNH2 WT inh 0, uPA surface inh 12%, BCR signal inh 2%, Coupling enz 3 and USP2a inh 0%.
`Cc1ccc(S(=O)(=O)NNC(=O)c2snnc2C)cc1` gave PKM2 activator -12%, GALK inhibitor -2%, Giardia killer 0, KCNH2 3.1 inh -6, B2AR arrestin -0.9%, Eya2 inh 7%, KCNH2 WT inh 12, uPA surface inh 5%, BCR signal inh inconclusive, Coupling enz 10 and USP2a inh 1%.
Screening CCOc1cc(C)c(C(C)C)cc1S(=O)(=O)N1CCN(C)CC1 returned PKM2 activator -21%, GALK inhibitor -1%, Giardia killer 27, KCNH2 3.1 inh -12, B2AR arrestin 0.1%, Eya2 inh 0%, KCNH2 WT inh -3, uPA surface inh -7%, BCR signal inh 8%, Coupling enz -1 and USP2a inh 2%.
Screening COc1ccccc1CNC(=O)CN(c1ccc(C)cc1)S(=O)(=O)c1c(C)nn(C)c1C returned PKM2 activator 2%, GALK inhibitor 0%, Giardia killer -5, KCNH2 3.1 inh -16, B2AR arrestin 0.3%, Eya2 inh 7%, KCNH2 WT inh -6, uPA surface inh -1%, BCR signal inh 9%, Coupling enz 3 and USP2a inh 4%.
`O=C(CS(=O)(=O)c1cn(CC(=O)N2CCCC2)c2ccccc12)Nc1ccccc1F` gave PKM2 activator 4%, GALK inhibitor -1%, Giardia killer 9, KCNH2 3.1 inh -6, B2AR arrestin -0.9%, Eya2 inh 1%, KCNH2 WT inh -1, uPA surface inh inconclusive, BCR signal inh inconclusive, Coupling enz 0 and USP2a inh -1%.
`Cc1cc2cc3c(cc2nc1SCC(=O)OC(C)C)OCO3` gave PKM2 activator 1%, GALK inhibitor 0%, Giardia killer 6, KCNH2 3.1 inh -16, B2AR arrestin -0.1%, Eya2 inh -20%, KCNH2 WT inh -5, uPA surface inh 12%, BCR signal inh inconclusive, Coupling enz 5 and USP2a inh 0%.
`COc1ccccc1C(=O)Nc1ccc2c(c1)CN(C(=O)CSC)CC2` gave PKM2 activator 0%[11.5 µM], GALK inhibitor -1%, Giardia killer 4, KCNH2 3.1 inh 32, B2AR arrestin -0.4%, Eya2 inh -4%, KCNH2 WT inh -14, uPA surface inh -16%, BCR signal inh -11%, Coupling enz 0 and USP2a inh 7%.
CCOC(CNC(=O)C(=O)Nc1cc2c3c(c1)CC(=O)N3CCC2)OCC was read as GALK inhibitor 0%, Giardia killer 10, KCNH2 3.1 inh 6, B2AR arrestin 0.0%, Eya2 inh -16%, KCNH2 WT inh 3, uPA surface inh -8%, BCR signal inh -1%, Coupling enz -1 and USP2a inh 0%.
O=C(Nc1ccc(S(=O)(=O)NC2=NCCCCC2)cc1)c1ccc([N+](=O)[O-])s1 was read as Giardia killer -13, KCNH2 3.1 inh 19, B2AR arrestin 0.1%, Eya2 inh 12%, KCNH2 WT inh 5, uPA surface inh 10µM*, BCR signal inh 5% and USP2a inh 0%.
Screening CC(C)CCN(C(=O)C1CSC2(C)CCC(=O)N12)c1c(N)n(Cc2ccccc2)c(=O)[nH]c1=O (stereo not given) returned Giardia killer 5, KCNH2 3.1 inh 1, B2AR arrestin 0.3%, Eya2 inh 5%, KCNH2 WT inh -2, uPA surface inh -1%, BCR signal inh -8% and USP2a inh 1%.
For O=C(Nc1ccc(N2CCOCC2)c(S(=O)(=O)Nc2ccc(Cl)cc2)c1)c1ccc(=O)[nH]n1 the results were Giardia killer 52[activator], KCNH2 3.1 inh -42, B2AR arrestin -0.2%, Eya2 inh 10%, KCNH2 WT inh -6, uPA surface inh 9%, BCR signal inh -9% and USP2a inh 1%.
For COCCCNC(=O)COc1cc(C)c(Cl)c(C)c1 the results were PKM2 activator -1%, GALK inhibitor 12%, Giardia killer 4, KCNH2 3.1 inh 31, B2AR arrestin -0.3%, Eya2 inh 5%, KCNH2 WT inh 18, uPA surface inh -2%, BCR signal inh 2%, Coupling enz -2 and USP2a inh 0%.
Screening COc1cccc(CNC2CCCc3ccccc32)c1OC (stereo not given) returned PKM2 activator 4%, GALK inhibitor 2%, Giardia killer 13, KCNH2 3.1 inh -13, B2AR arrestin -0.9%, Eya2 inh -6%, KCNH2 WT inh -5, uPA surface inh 0%, BCR signal inh 0%, Coupling enz 1 and USP2a inh 2%.
`CC(=O)Nc1ccc(S(=O)(=O)N(Cc2ccccc2)C(C)C)cc1` gave PKM2 activator 0%, GALK inhibitor -4%, Giardia killer 4, KCNH2 3.1 inh 15, B2AR arrestin -0.4%, Eya2 inh -2%, KCNH2 WT inh -1, uPA surface inh -9%, BCR signal inh 21%, Coupling enz 5 and USP2a inh -3%.
`CN(C(=O)c1ccc2c(c1)OCO2)C1CCCCC1` gave PKM2 activator -3%, GALK inhibitor -3%, Giardia killer -22, KCNH2 3.1 inh 0, B2AR arrestin -0.5%, Eya2 inh -13%, KCNH2 WT inh 8, uPA surface inh 1%, BCR signal inh inconclusive and USP2a inh 1%.
Screening COc1ccc(OC)c(Nc2nc(-c3ccc(O)c(O)c3)cs2)c1 returned PKM2 activator inconclusive, GALK inhibitor -4%, Giardia killer 12, KCNH2 3.1 inh -4, B2AR arrestin -1.9%, Eya2 inh -13%, KCNH2 WT inh -4, uPA surface inh -10%, BCR signal inh inconclusive, Coupling enz -10 and USP2a inh 2%.
`Cc1oc(-c2cccc(Cl)c2)nc1CN1CCC(C(=O)NCc2ccco2)CC1` gave PKM2 activator -2%, GALK inhibitor -2%, Giardia killer 20, KCNH2 3.1 inh -14, B2AR arrestin -0.5%, Eya2 inh 10%, KCNH2 WT inh -1, uPA surface inh 0%, BCR signal inh 2%, Coupling enz 3 and USP2a inh 4%.
For O=C(NC1CCCC1)c1ccc(S(=O)(=O)N2CCOCC2)cc1 the results were PKM2 activator 1%, GALK inhibitor -2%, Giardia killer -3, KCNH2 3.1 inh -3, B2AR arrestin -1.3%, Eya2 inh 2%, KCNH2 WT inh 1, uPA surface inh 4%, BCR signal inh inconclusive, Coupling enz 0 and USP2a inh 0%.
Screening COc1ccc(Cl)cc1NC(=O)CN(C)C(C)C(=O)NC(=O)NC1CCCCC1 (stereo not given) returned Giardia killer 3, KCNH2 3.1 inh -4, B2AR arrestin -0.1%, Eya2 inh 1%, KCNH2 WT inh 2, uPA surface inh 3%, BCR signal inh -8% and USP2a inh 4%.
Nc1nonc1C(=O)N/N=C/c1ccc(-c2cccc([N+](=O)[O-])c2)o1 was read as PKM2 activator 0%, GALK inhibitor -3%, Giardia killer 5, KCNH2 3.1 inh 1, B2AR arrestin -0.1%, Eya2 inh -27%, KCNH2 WT inh -11, uPA surface inh 4%, BCR signal inh inconclusive, Coupling enz -1 and USP2a inh 3%.
